IEC-6 cytotox – IEC-6 cytotoxicity, counter-screen for KLF5 inhibitors; luminescence viability; inhibition, % at 5 µM; actives 0.78% (n = 290,000); in the data active means inhibition above about 22%;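 further: 0% = plate median of test compound wells and 100% = cytotoxic reference compound wells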
HSP90 refold inh – inhibitors of HSP90 luciferase refolding in rabbit reticulocyte lysate; luciferase refolding luminescence, 3 h; inhibition, % at 5.6 µM; actives 0.91% (n = 290,000);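 active means inhibition above the screen-wide mean plus 3 SD, computed separately per campaign, cut at about 16% in these data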;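 further: 0% = DMSO wells and 100% = 60 µM geldanamycin wells; inhibitors lower the luminescence because luciferase stays unfolded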
Platelet DG rel – modulates dense granule release in human platelets; human platelet-rich plasma, SFLLRN dense granule ATP release, luminescence; inhibition, %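 (compounds screened at 7.5 µM in platelet-rich plasma)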; actives 0.22% (n = 300,000); AID 1663;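 active means mean replicate score, as percent of positive control, at or above 50; inconclusive means mean below 50 but at least one replicate at or above 50; inactive means mean and every replicate below 50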
GSK3B inh – blocks human GSK3beta kinase activity. AID 2097. activity score (negative = inhibition), % at 10 µM. actives 0.038% (n = 300,000). P49841. GST-GSK3beta kinase, ADP-Glo luminescence, 60 min; stronger effect = lower value;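 active means more than half of replicate wells score below -50%, meaning over 50% inhibition versus plate controls; inconclusive means some replicates but at most half score below -50%; inactive means no replicate scores below -50%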;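 further: 0% = median DMSO wells and -100% = median GW8510 positive control wells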
Target sequence (P49841 whole entry, looked up): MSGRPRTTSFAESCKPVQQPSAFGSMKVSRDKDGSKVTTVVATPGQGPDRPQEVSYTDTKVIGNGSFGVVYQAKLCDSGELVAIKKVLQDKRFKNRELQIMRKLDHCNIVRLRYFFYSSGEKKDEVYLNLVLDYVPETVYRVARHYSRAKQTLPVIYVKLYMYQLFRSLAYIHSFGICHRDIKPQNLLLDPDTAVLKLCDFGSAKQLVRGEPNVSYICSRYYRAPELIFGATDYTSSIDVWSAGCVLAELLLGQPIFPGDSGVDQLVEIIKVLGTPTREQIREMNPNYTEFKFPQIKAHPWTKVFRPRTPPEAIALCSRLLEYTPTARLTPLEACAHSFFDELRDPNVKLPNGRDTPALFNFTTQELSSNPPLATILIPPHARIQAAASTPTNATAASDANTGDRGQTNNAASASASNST
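Assay system: GST-tagged human GSK3beta kinase, cell-free; Input: 1.6 ng GSK3beta; Medium: Tris/MgCl2 kinase buffer; Timing: 60 min enzyme reaction, room temperature; Signal: ADP-Glo luminescence quantifying ADP generated by kinase; Evaluation: score relative to plate controls; Benchmarks: DMSO neutral wells and GW8510 at 20 µM as positive.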
HSF1 inh – HSF1 inhibition; NIH3T3-HGL HSE-luciferase, MG132-induced, luminescence 8 h; stronger effect = lower value; actives 0.77% (n = 300,000); AID 2098; activity change, negative = inhibition, % at 7.5 µM (by protocol);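 active means more than half of replicate wells show activity change below -50%, luminescence cut by over half; inconclusive means some wells, but at most half, below -50%; inactive means no replicate well below -50%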;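 further: luciferase reports HSF-1 transcriptional activity via heat shock element; 0% = median of DMSO wells and -100% = zero luminescence signal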
Dyrk1A ADPGlo – inhibitors of rat Dyrk1A kinase; ADP-Glo luminescence, NFATc1 peptide; Q63470; inhibition, % at 12.5 µM; actives 0.43% (n = 310,000); in the data active means inhibition above about 50%;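 further: plate controls were vehicle with enzyme for no effect and no enzyme for full effect; many of its hits are not listed in these tables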
KLF5 inhibitor – kruppel-like factor 5 inhibition; actives 0.23% (n = 290,000); DLD-1 KLF5 promoter-luciferase reporter, luminescence; AID 1700; inhibition, % at 5 µM;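 active means inhibition above a per-plate limit of that plate's mean compound inhibition plus 3 SD, cut at about 60% in these data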;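 further: 0% = DMSO wells and 100% = LY294002 at 200 µM; higher means less KLF5 promoter-driven luciferase light; inactives centre near -14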
aSyn UTR inh – 5' untranslated region of α-synuclein, MLPCN primary screen; AID 1813; actives 0.82% (n = 300,000); inhibition, % (tested at 7.5 µM); alpha-synuclein 5'UTR reporter, inhibitor activity; in the data active means inhibition above about 60%; inconclusive means no clear call, values can overlap the other calls;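 further: H4 neuroglioblastoma cells stably carrying SNCA 5'UTR luciferase fusion; 0% = DMSO wells and 100% = positive control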
HSF1 activator – increases HSF-1 driven luciferase reporter signal | actives 1.7% (n = 300,000) | NIH3T3-HGL HSF-1 luciferase reporter, MG132, 8 h; 100% = twice DMSO control signal | AID 504408 | activation, % at 9 µM;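 active means mean replicate activation of at least 50% with a set share of replicates each reaching 50%; inconclusive means only one of those two conditions met; inactive means mean below 50% and too few replicates reaching it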;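 further: 0% = median of the neutral control wells and 100% = twice that signal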
GSK3A inh – inhibitors of human GSK-3 alpha kinase; P49840; ADP-Glo luminescence, 60 min; inhibition, % at 10 µM; actives 0.1% (n = 320,000);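 in the data active means inhibition above about 50%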;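 further: GST-tagged GSK-3 alpha with peptide substrate and 25 µM ATP; 0% = DMSO neutral wells and 100% = GW8510 positive control wells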
Target sequence (P49840 whole entry, looked up): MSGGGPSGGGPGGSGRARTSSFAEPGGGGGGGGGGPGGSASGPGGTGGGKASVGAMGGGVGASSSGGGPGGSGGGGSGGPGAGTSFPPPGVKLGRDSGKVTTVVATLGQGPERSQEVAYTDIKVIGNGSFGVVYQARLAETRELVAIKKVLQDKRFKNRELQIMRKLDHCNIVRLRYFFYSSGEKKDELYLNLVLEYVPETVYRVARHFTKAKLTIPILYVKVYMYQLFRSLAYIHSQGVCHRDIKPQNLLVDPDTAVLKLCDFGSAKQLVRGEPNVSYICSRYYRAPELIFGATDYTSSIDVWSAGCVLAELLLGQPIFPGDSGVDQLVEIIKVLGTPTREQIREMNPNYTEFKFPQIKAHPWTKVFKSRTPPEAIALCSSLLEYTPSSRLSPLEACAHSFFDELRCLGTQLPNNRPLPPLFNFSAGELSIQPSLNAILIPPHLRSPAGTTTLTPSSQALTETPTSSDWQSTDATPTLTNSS
* hit, by the source's call; ? = inconclusive; . = no result given. A portion of the library; rates above refer to the full screens.

SMILES	IEC-6 cytotox	HSP90 refold inh	Platelet DG rel	GSK3B inh	HSF1 inh	Dyrk1A ADPGlo	KLF5 inhibitor	aSyn UTR inh	HSF1 activator	GSK3A inh
CCCCn1cnc2c(c1=O)c1nc3ccccc3nc1n2Cc1ccc2c(c1)OCO2	-1	-1	3	0	-2	6	-25	18	-5	2
Nc1ccccc1Nc1cc(-c2ccccc2)nn1-c1cccc(Cl)c1	0	-10	-4	1	4	-4	-12	-4	4	-1
COc1ccc(S(=O)(=O)N2CN(Cc3ccco3)c3nc4ccccc4nc32)cc1	-6	2	2	3	2	10	-19	-54	19	0
Cc1sc2c(c1C)CN(Cc1ccncc1)CN2C(=O)c1ccco1	4	7	19	0	24	3	-27	-93	24	-6
O=C(CSc1nc2c(c(=O)n1-c1ccc(Br)cc1)SCC2)NCC1CCCO1 (centres undefined)	0	3	4	-4	-9	4	-8	-1	5	-1
O=[N+]([O-])c1ccccc1CSc1ccccn1	-6	1	3	-10	2	.	-5	-1	4	-1
CC(=O)N1c2c(cc(Br)cc2S(=O)(=O)N2CCN(c3ccccn3)CC2)CC1C (centres undefined)	-2	-1	1	0	0	-7	-32	-7	8	0
O=C(CNC(=O)c1cccc(F)c1)N/N=C/c1ccc([N+](=O)[O-])s1	-3	3	-1	3	21	22	-13	-105	42	0
CCOc1ccc(C(CC(=O)O)NC(=O)c2sc3ccccc3c2Cl)cc1 (centres undefined)	4	0	5	3	-1	1	7	-11	2	-10
Cn1nc(-c2ccc(Cl)cc2)c2cc(C(=O)N3CCN(C(=O)c4ccco4)CC3)sc21	10	-1	6	1	1	-5	3	-56	-4	1
O=C(CSc1ccc2nnc(-c3ccc(Cl)cc3)n2n1)N1CCCC1	.	.	-5	2	-2	0	.	28	13	1
COc1ccc(NC(=O)CN2CCN(CC(=O)Nc3ccc(OC)c(OC)c3)CC2)cc1	-3	0	.	.	.	-3	-4	.	.	-1
COc1ccc(CNC(=O)c2nnn(Cc3ccc(OC)cc3)c2N)cc1	-2	0	-8	3	-7	.	-36	26	-1	-3
Cc1ccc(-n2ncc(C(=O)N3CCc4ccccc4C3)c2NC(=O)c2ccco2)cc1C	-3	4	-14	-2	10	-3	5	-47	30	0
Cc1ccc(-c2nc3cccnc3o2)cc1NC(=O)COc1ccc(C(C)(C)C)cc1	3	4	1	4	3	0	-15	7	11	-2
CC(C)c1nnc(NC(=O)C2CCCO2)s1 (centres undefined)	-6	-1	-9	-2	1	0	-7	-25	6	-1
CSc1ccccc1NC(=O)c1ccccc1N(C)S(C)(=O)=O	2	3	-2	-2	-8	2	10	3	10	-1
CC(C)Sc1nnc(CNC(=O)C23CC4CC(CC(C4)C2)C3)n1Cc1ccccc1	1	3	-2	2	-1	1	-10	19	-7	-3
CNc1nnc(-c2ccc(OC)cc2)s1	-2	4	-7	0	31	4	-107	-75	40	2
CCCN1C2CCCC1CC(NC(=O)C1CCCCC1)C2 (centres undefined)	2	3	-2	0	-4	-2	-34	-5	-6	-2
Cc1cccc(N2C(=O)C3C4C=CC(C4)C3C2=O)c1 (centres undefined)	0	-2	33	2	-3	6	-17	10	-1	-3
CC(Oc1ccc2ccc(=O)oc2c1)C(=O)NC(Cc1c[nH]c2ccc(O)cc12)C(=O)O (centres undefined)	-10	-7	-1	1	2	-4	-27	-2	5	1
Cc1ccc(-c2cccc(C3CC=CC4C3C(=O)N(Cc3ccccc3)C4c3ccc4ccccc4c3)c2)cc1 (centres undefined)	.	.	-4	0	-8	12	.	7	-3	-3
COCCCNC(=S)NCCCNc1nc2cc(C)cc(C)c2cc1C#N	5	2	-10	0	3	6	-14	15	-10	4
CCOC(=O)C1C(=O)NC(SCC(N)=O)=C(C#N)C1c1ccccc1OCC (centres undefined)	3	0	-2	-1	0	-1	-11	-1	-1	-2
COc1cccc2cc(C(C)OC(=O)Nc3ccc(C)cc3)oc12 (centres undefined)	-1	-1	10	1	14	-4	-46	-28	12	-5
CC1(CC(=O)N/N=C/c2ccc(OCc3ccc(Cl)cc3Cl)cc2)OCCCO1	-4	-3	0	2	31	-3	-74	-106	54*	-5
N#CC1=C(N)Oc2n[nH]c(-c3cccs3)c2C1c1ccoc1 (centres undefined)	-5	8	4	1	5	24	-9	30	4	3
COc1cccc(CN2C(=O)c3cccc(N)c3C2=O)c1	-4	-1	-12	2	5	6	10	28	11	-2
CC(C)(C)OC(=O)N1CCC[C@H]1C(=O)O	3	-7	3	0	0	4	-12	3	0	-1
Cc1cc(C(=O)NC2CCCc3c2cnn3-c2ccc(C(C)(C)C)cc2)n[nH]1 (centres undefined)	-7	-6	-3	-1	1	1	-17	13	17	0
COc1ccc(N(C(=O)Cn2nnc3ccccc32)C(C(=O)NC(C)(C)C)c2ccc(OC)c(O)c2)cc1 (centres undefined)	1	2	0	5	0	0	4	-7	11	0
COc1ccccc1-c1cc(C(=O)Nc2c(F)cc(F)cc2Br)no1	7	2	-1	2	5	7	-25	18	0	5
O=c1c(Cl)c(Cl)cnn1Cc1nnc(-c2ccc(Cl)cc2)o1	35*	5	1	-1	?	3	-3	-179	38	.
Cc1ccc2nc(NNC(=O)c3ccc(S(=O)(=O)N4CCc5ccccc5C4)cc3)sc2c1	-6	12	-20	-1	-26	10	42	96*	-24	-1
CCN(CC)C(=O)COc1c(-c2ccco2)oc2ccccc2c1=O	-4	-2	-7	4	6	-3	-38	2	3	-4
COc1cc(/C=N/NC(=O)CCC(=O)Nc2ccc(F)cc2)ccc1O	4	4	-4	-4	-6	-1	-18	12	-16	-1
O=C(O)CN1C(c2ccccc2O)Nc2ccc(Br)cc2C1c1ccccc1 (centres undefined)	3	8	-1	4	2	-10	11	-14	14	.
Cc1ccc(C(=O)N/C(=C/c2ccco2)C(=O)N2CCCCCC2)cc1	0	-4	-19	0	-6	4	-27	-18	-4	-2
Cc1nn(-c2ccc(Cl)cc2)c2sc(C(=O)c3c(N)n(C)c(=O)n(C)c3=O)cc12	3	1	8	-4	3	6	-22	3	-16	0
O=C(CCCSc1nnnn1-c1cccc2ccccc12)c1ccc(F)cc1	6	5	-4	0	-4	.	-17	6	-9	-2
Cc1cc(OCCCn2cnc3ccccc3c2=O)ccc1[N+](=O)[O-]	-2	1	0	-2	8	-1	-5	30	22	-3
CCc1cc(=O)oc2cc(C)cc(OC(C)C(=O)NCc3ccccn3)c12 (centres undefined)	-1	1	2	-1	2	1	-6	-1	-7	-3
CN(Cc1c(C(=O)N/N=C/c2cccc(Cl)c2)nnn1-c1nonc1N)c1ccccc1	-5	2	1	3	10	2	-13	-5	27	5
O=C(CCSCCC(=O)NCc1ccc(F)cc1)NCc1ccc(F)cc1	3	4	4	1	-1	2	-36	-1	-7	-4
COCc1nc2ccccc2n1Cc1cccc(C)c1	-2	-2	1	4	1	0	-11	-17	5	0
COc1ccc(CCNC(=O)c2ccc(N(C)S(=O)(=O)c3ccc(C)cc3)cc2)cc1	-3	-1	2	1	-55*	6	-43	-3	-69	-1
CSc1nc(NC(C)=O)nc(C)c1Cl	-2	7	-4	-2	-6	-2	1	5	4	.
Cc1ccc(CN2CCN(Cc3cnc(C)s3)CC2CCO)cc1 (centres undefined)	2	2	8	-4	-5	-2	-12	-11	18	3
CCOCCCNC(=O)c1cc2c(=O)n(CC)c3ccccc3c2s1	22*	-3	3	1	9	-2	-57	-80	5	-3
COc1ccc(NC(=O)CC(C)CC(=O)NCc2ccccc2)c(OC)c1 (centres undefined)	2	8	-3	-3	-4	-1	-47	12	1	-2
COc1cc(C(=O)NCc2ccc(-c3nc4ccccc4s3)cc2)cc(OC)c1OC	3	-6	-5	0	22	-8	-55	-45	30	-1
O=C(NC(=S)Nc1ccc(S(=O)(=O)Nc2ncccn2)cc1)c1cccc(Br)c1	-6	0	13	-5	-3	1	-19	-17	-2	-1
COc1cccc(OC)c1OCC(C)CNCC1CCCO1 (centres undefined)	4	4	6	-21	-6	-2	-37	17	-28	-2
CCCCc1cc(=O)oc2c3c(cc(OCC(=O)N4CCC[C@H]4C(=O)O)c12)OC(C)(C)CC3	-2	-3	-3	3	1	3	-22	-1	2	-2
COc1cccc2c1C(=O)CC1C2CCC2CC(=O)CCC21C (centres undefined)	.	.	8	-5	-1	-2	.	11	-8	-4

A stretch of the results above, as a working copy:
SMILES	IEC-6 cytotox	HSP90 refold inh	Platelet DG rel	GSK3B inh	HSF1 inh	Dyrk1A ADPGlo	KLF5 inhibitor	aSyn UTR inh	HSF1 activator	GSK3A inh
COCc1nc2ccccc2n1Cc1cccc(C)c1	-2	-2	1	4	1	0	-11	-17	5	0
COc1ccc(CCNC(=O)c2ccc(N(C)S(=O)(=O)c3ccc(C)cc3)cc2)cc1	-3	-1	2	1	-55*	6	-43	-3	-69	-1
CSc1nc(NC(C)=O)nc(C)c1Cl	-2	7	-4	-2	-6	-2	1	5	4	.
Cc1ccc(CN2CCN(Cc3cnc(C)s3)CC2CCO)cc1 (centres undefined)	2	2	8	-4	-5	-2	-12	-11	18	3

Part of the list above in order of SMILES length, descending.
SMILES	IEC-6 cytotox	HSP90 refold inh	Platelet DG rel	GSK3B inh	HSF1 inh	Dyrk1A ADPGlo	KLF5 inhibitor	aSyn UTR inh	HSF1 activator	GSK3A inh
Cc1ccc(-n2ncc(C(=O)N3CCc4ccccc4C3)c2NC(=O)c2ccco2)cc1C	-3	4	-14	-2	10	-3	5	-47	30	0
CCOC(=O)C1C(=O)NC(SCC(N)=O)=C(C#N)C1c1ccccc1OCC (centres undefined)	3	0	-2	-1	0	-1	-11	-1	-1	-2
O=C(CCCSc1nnnn1-c1cccc2ccccc12)c1ccc(F)cc1	6	5	-4	0	-4	.	-17	6	-9	-2
COc1cccc2cc(C(C)OC(=O)Nc3ccc(C)cc3)oc12 (centres undefined)	-1	-1	10	1	14	-4	-46	-28	12	-5

Bioassay records deposited in PubChem BioAssay by several laboratories.
